EPAC2 ag: qHTS for Agonist of cAMP-regulated guanine nucleotide exchange factor 4 (EPAC2): primary screen | AID 720711, 2013 | Rap guanine nucleotide exchange factor 4 (Homo sapiens), Q8WZA2 | Potency, µM (highest dose often 154 µM), for the others: at the highest dose activation, hits mostly activators | EPAC2 activation, biochemical qHTS; response scale: 100% = 6.5 mM cAMP response | hit rate 0.079% among 360,000; also: potency is read from the fitted curve at half-maximal effect; nearly all actives have a fitted effect of over 50% in size
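Each well held 100 nM EPAC2, 250 nM RAP1B-BODIPY-GDP and 50 uM GDP. Fluorescence, read at 5-min intervals to 30 min, was referenced to a 6.5 mM cAMP positive control.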
PI5P4Ka inh: qHTS for Inhibitors of phosphatidylinositol 5-phosphate 4-kinase (PI5P4K); PI5P4Kalpha enzyme, ADP-Glo luminescence, 60 min; active compounds read low; hit rate 1.2% among 330,000; max response, %; AID 652105, 2013; Phosphatidylinositol 5-phosphate 4-kinase type-2 alpha (Homo sapiens), P48426; active = max response of -50% or lower; inconclusive = between -30% and -50%; inactive = -30% or higher; also: value at the top dose of about 77 µM; % is scaled to controls: 0 for no effect and ±100 for the full control effect
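qHTS, 1536-well: enzyme/substrate mix, compound by pin tool, 5 microM ATP final; RT 60 min; ADP-Glo reagents 1 (45 min) then 2 (30 min); luminescence.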
EPAC1 ag: qHTS for Agonist of cAMP-regulated guanine nucleotide exchange factor 3 (EPAC1): primary screen | Rap guanine nucleotide exchange factor 3 (Homo sapiens), O95398 | EPAC1 agonist qHTS, biochemical assay; response scale: 100% = response to 6.5 mM cAMP | hit rate 0.073% among 360,000 | Potency, µM (doses to about 154 µM), for inactives: top-dose activation, most hits filed as activators; also: potency is read from the fitted curve at half-maximal effect; nearly all actives have a fitted effect of over 60% in size
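EPAC1 100 nM, Rap1B–BODIPY-GDP 250 nM, unlabeled GDP 50 uM; compound titration; 5 min RT; kinetic read ex480/em540 at 5-min intervals ×30 min; data normalized to 6.5 mM cAMP agonist control.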
EPAC1 antagonist: qHTS for Antagonist of cAMP-regulated guanine nucleotide exchange factor 3 (EPAC1): primary screen | Potency, µM (top dose mostly 115 µM), inactives show at the top dose activity change, negative = inhibition, most hits filed as inhibitors | Rap guanine nucleotide exchange factor 3 (Homo sapiens), O95398 | EPAC1 GEF assay, Rap1b-BODIPY-GDP exchange fluorescence | hit rate 0.14% among 360,000;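 also: potency is read from the fitted curve at half-maximal effect; plate controls were vehicle for no effect and positive control for full effect; nearly all actives have a fitted effect of over 50% in size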
IL-2 act: qHTS of IL-2 Activators; AID 652025, 2013; hit rate 0.065% among 360,000; activation, % (series mostly up to about 46 µM); IL-2 activation reporter assay, cell-based qHTS; stimulated with anti-CD3/CD4/CD28 beads; in transgenic mouse T cells; in the data active = activation above about 50%; inconclusive = mostly about 30% to 49%; also: 0% is about no effect
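Screening format: compound pinned onto unstimulated transgenic mouse T cells, 60 min incubation, then anti-CD3/anti-CD4/anti-CD28 bead stimulation for 18 hours at 37 degrees C, followed by EGFP and DsRed detection.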
PLK1 PBD inh: qHTS for Inhibitors of PLK1-PDB (polo-like kinase 1 - polo-box domain): Primary Screen; Serine/threonine-protein kinase PLK1 (Homo sapiens), P53350; Plk1 PBD binding of FITC phosphopeptide, fluorescence polarization; Potency, µM, inactives show max response, negative = inhibition, hits mostly inhibitors; hit rate 2.8% among 360,000; AID 720504, 2013; also: potency is read from the fitted curve at half-maximal effect; series mostly up to about 57 µM; % is scaled to controls: 0 for no effect and ±100 for the full control effect; nearly all actives have a fitted effect of over 65% in size
CCT chaperon mod: High-Throughput Screening for Modulators of Cytosolic Chaperonin Activity | activity change, % (no concentration beside the values), hits read low | hit rate 0.3% among 360,000 | purified chaperonin ATPase assay, HTRF ADP detection, 30 min; in the data active = activity change below about -30%; also: % is scaled to controls: 0 for no effect and ±100 for the full control effect
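TRiC (40 or 20 nM final, by batch activity) in 30 mM Tris pH 7.4, 100 mM KCl, 5 mM MgCl2, 1 mM DTT was treated with compound at 76 uM single dose, then 10 uM ATP, 30 min at 37 °C. ADP was read by HTRF Transcreener.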
WRN inhibitor: qHTS for Inhibitors of WRN Helicase. Bifunctional 3'-5' exonuclease/ATP-dependent helicase WRN (Homo sapiens), Q14191. WRN helicase unwinding, fluorescent forked duplex, kinetic. Potency, µM (series often up to 114 µM), without a hit: at the highest dose activity change, negative = inhibition, usual class: inhibitors. hit rate 0.46% among 360,000; also: potency is read from the fitted curve at half-maximal effect; % is scaled to controls: 0 for no effect and ±100 for the full control effect; nearly all actives have a fitted effect of over 55% in size
Target sequence (Q14191 whole entry, looked up): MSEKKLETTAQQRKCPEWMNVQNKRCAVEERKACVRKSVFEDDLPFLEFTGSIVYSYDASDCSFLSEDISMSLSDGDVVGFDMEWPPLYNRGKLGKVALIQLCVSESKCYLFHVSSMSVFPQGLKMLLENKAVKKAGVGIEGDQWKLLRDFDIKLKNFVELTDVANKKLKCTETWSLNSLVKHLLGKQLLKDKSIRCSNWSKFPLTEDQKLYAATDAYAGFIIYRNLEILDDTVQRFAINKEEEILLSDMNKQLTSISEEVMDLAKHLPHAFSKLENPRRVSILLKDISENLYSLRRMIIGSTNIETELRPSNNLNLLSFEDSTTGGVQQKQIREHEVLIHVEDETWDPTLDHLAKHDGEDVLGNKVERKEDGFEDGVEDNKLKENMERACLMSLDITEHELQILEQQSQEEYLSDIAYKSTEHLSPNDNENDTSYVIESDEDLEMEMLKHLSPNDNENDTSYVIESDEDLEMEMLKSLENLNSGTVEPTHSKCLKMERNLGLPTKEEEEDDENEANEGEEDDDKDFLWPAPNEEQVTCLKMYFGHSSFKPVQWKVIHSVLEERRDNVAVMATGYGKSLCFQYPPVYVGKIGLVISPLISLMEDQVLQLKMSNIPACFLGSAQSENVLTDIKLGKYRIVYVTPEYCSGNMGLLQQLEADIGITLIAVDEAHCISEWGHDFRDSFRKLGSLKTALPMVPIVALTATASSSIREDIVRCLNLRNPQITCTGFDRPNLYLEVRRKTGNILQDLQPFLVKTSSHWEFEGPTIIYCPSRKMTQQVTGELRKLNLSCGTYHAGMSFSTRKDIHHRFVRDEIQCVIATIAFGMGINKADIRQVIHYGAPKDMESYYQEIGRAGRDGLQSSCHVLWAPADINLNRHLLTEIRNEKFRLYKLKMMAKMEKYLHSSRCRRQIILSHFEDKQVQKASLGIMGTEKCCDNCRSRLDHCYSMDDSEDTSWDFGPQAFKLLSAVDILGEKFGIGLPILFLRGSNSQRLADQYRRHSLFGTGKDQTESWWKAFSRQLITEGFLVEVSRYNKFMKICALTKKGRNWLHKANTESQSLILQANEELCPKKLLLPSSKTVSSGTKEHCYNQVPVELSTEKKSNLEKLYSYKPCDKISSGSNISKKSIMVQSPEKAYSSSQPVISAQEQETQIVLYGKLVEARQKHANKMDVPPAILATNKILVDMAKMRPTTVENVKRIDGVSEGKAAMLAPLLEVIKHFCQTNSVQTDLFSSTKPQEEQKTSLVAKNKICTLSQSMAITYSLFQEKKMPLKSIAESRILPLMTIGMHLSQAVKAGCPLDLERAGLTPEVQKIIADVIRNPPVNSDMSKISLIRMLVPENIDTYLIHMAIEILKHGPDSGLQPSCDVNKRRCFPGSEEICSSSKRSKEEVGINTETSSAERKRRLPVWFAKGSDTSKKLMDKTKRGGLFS
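WRN at 20 nM final was preincubated with compound for 15 min at room temperature; reaction started with 100 nM forked duplex oligonucleotide carrying fluorophore and quencher plus 2 mM ATP (final). Unwinding followed kinetically by red fluorescence (ex 525/em 598 nm).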
* marks the source's active call; other numbers are inactive results; ? = inconclusive; · = not tested or not shown; & = joins results of further samples; [ ] = another dose, or the depositor's remark. Unless noted, calls follow the shape of the dose curve; as a rule, active = well fitted curve in the direction sought with a large enough effect; inconclusive = small, poorly fitted or top-dose-only effect, or another doubt; inactive = no such curve, though single readings can be large; an effect the other way counts as inactive or inconclusive. Not all compounds are listed (hit frequency here may not be typical).

SMILES	EPAC2 ag	PI5P4Ka inh	EPAC1 ag	EPAC1 antagonist	IL-2 act	PLK1 PBD inh	CCT chaperon mod	WRN inhibitor
CCOC(=O)Cn1c(N2CCCCCC2)nc2c1c(=O)[nH]c(=O)n2C	15%	0	-47%[inhibitor]	-2%	-0.3	-5%	0.9	3%
CC1CN(S(=O)(=O)c2cccc(C(=O)NCCCn3ccnc3)c2)CC(C)O1 (centres undefined)	7%	1	-3%	9%	-0.7	-1%	-1.5	-1%
Cc1ccc(-c2ccc(=O)n(CCC(=O)NCc3ccccn3)n2)cc1	-4%	-6	-2%	3%	0.2	3%	-0.3	6%
CC(C)(C)c1ccc(-c2nnc(SCC(=O)NC3CC3)o2)cc1	10%	0	4%	?	0.3	-16%	-0.8	2%
Cc1cc(C)n2nc(CC(=O)NNC(=O)COc3cccc(C)c3C)nc2n1	-1%	-5	-4%	2%	1.1	1%	-1.7	0%
Cc1ccc2nc(NC(=O)CSc3nc(=O)n(CCN(C)C)c4c3CCCC4)sc2c1	-1%	7	9%	3%	-5.1	-6%	-0.2	4%
C[C@]12CCC3C(CC[C@H]4CC(O)CC[C@]34C)C1CC/C2=N/NC(=O)c1ccncc1 (some centres undefined)	2%	1	-1%	-18%	-0.4	-10%	1.0	-1%
Cc1nn(-c2ccccc2)c(Cl)c1/C=N/Nc1nnc(C)c(=O)[nH]1	-14%	8	-6%	?	0.9	-15%	-0.8	-10%[57.1 µM]
Cn1cc([N+](=O)[O-])c(C(=O)N/N=C/c2ccccc2)n1	-6%	·	-4%	4%	0.3	1%	3.5	-2%[57.1 µM]
COC(=O)c1ccc(OCCOc2ccccc2C)cc1	7%	2	16%	-10%	-0.8	0%	-4.1	-21%
N#Cc1ccc(C(=O)CSc2nnc(-c3ccc(C(F)(F)F)cn3)s2)cc1	2%	-5	-3%	-2%	-4.3	-1%	0.3	0%
COc1ccccc1NS(=O)(=O)c1cc(NC(=O)c2sccc2C)ccc1N1CCCC1	6%	?	6%	?	-4.8	6.7µM*	2.4	?
COc1ccc2ccccc2c1CN1CCN(C(=O)c2ccccc2)CC1	15%	6	7%	-17%	-1.5	-11%	1.0	-10%
O=C(Nc1nnc(-c2ccc3c(c2)CCCC3)o1)c1ccc(Cl)cc1Cl	-12%	-26	-8%	-4%	-2.4	21µM*	-1.8	-10%
COC1=CC(=O)[C@@]2([C@@H]1O)[C@@H](Cl)C[C@]13C(OC)=C(OC)C(=O)C[C@]21CCN3C	7%	0	-1%	4%	1.1	-8%	0.3	-6%
O=[N+]([O-])c1ccc(O)c(CNCc2ccccc2)c1	-4%	2	7%	0%	0.2	1%	-0.1	1%
CCOC(=O)c1sc(NC(=O)CSc2ncn(-c3ccccc3)n2)nc1C	-1%	-7	-7%	-13%	-3.1	-14%	-0.9	0%
Cc1cc(=O)oc2cc(OCC(=O)Nc3c(C)n(C)n(-c4ccccc4)c3=O)c(Cl)cc12	-3%	-3	9%	-13%	-0.1	-6%	2.4	0%
O=C(Nc1cc(Sc2nc3ccccc3s2)cc([N+](=O)[O-])c1)c1cccc(F)c1F	0%	12	10%	-6%	-3.7	-9%	1.5	-10%
CCCCCCN1C[C@H](O)[C@@H](n2cc(COC(=O)c3ccccc3)nn2)C[C@@H]1c1ccccc1	-1%	-1	-5%	5%	-0.1	7%	-0.7	6%

3 compounds out of the list, sorted by SMILES length, lowest first.
SMILES	EPAC2 ag	PI5P4Ka inh	EPAC1 ag	EPAC1 antagonist	IL-2 act	PLK1 PBD inh	CCT chaperon mod	WRN inhibitor
CCOC(=O)c1sc(NC(=O)CSc2ncn(-c3ccccc3)n2)nc1C	-1%	-7	-7%	-13%	-3.1	-14%	-0.9	0%
O=C(Nc1nnc(-c2ccc3c(c2)CCCC3)o1)c1ccc(Cl)cc1Cl	-12%	-26	-8%	-4%	-2.4	21µM*	-1.8	-10%
Cc1ccc2nc(NC(=O)CSc3nc(=O)n(CCN(C)C)c4c3CCCC4)sc2c1	-1%	7	9%	3%	-5.1	-6%	-0.2	4%

Next section
SMILES	EPAC2 ag	PI5P4Ka inh	EPAC1 ag	EPAC1 antagonist	IL-2 act	PLK1 PBD inh	CCT chaperon mod	WRN inhibitor
CSc1nnc(-c2ccccc2Cl)n1N	5%	-8	-1%	-2%	1.0	-4%	2.0	5%
C=CCN(c1ccccc1OC)S(=O)(=O)c1cccc(C(=O)NC2=NCCS2)c1	4%	-7	4%	-7%	-0.8	5%	1.9	-8%
COc1ccc(C=C2NC(=S)NC2=O)cc1	5%	-9	5%	-1%	-0.6	-25%	-16	1%
COc1ccc(CNC(=O)C(c2ccncc2)N(C(=O)Cc2cccs2)c2cccnc2)cc1 (centres undefined)	1%	-1	10%	-18%	-1.0	-12%	-6.5	-1%
Cc1cc(C)c(NC(=O)CS(=O)CC(=O)NCC2CCCO2)c(C)c1 (centres undefined)	1%	10	0%	-29%	0.7	-6%	-1.9	-23%
COc1ccc(N(CC(=O)N2c3ccccc3CC2C)S(=O)(=O)c2c(C)noc2C)cc1 (centres undefined)	11%	0	12%	4%	-4.3	7%	-3.9	-2%
CC12CCC(=O)C=C1CCC1C2C(=O)CC2(C)C1CCC2(O)C(=O)CO (centres undefined)	3%	0	4%	-4%	-0.6	3%	0.1	-3%
O=C(CCCC(=O)N(CC(=O)NC1CCCCC1)c1cccc(F)c1)Nc1ccccn1	5%	3	1%	-6%	12	6%	-3.5	-2%
O=C(CCn1cnc2ccccc2c1=O)Nc1cccc(Cl)c1	3%	0	4%	0%	-2.4	-8%	-2.1	-1%
Cc1cccc(OCCCC(=O)Nc2ccc(N3CCCCC3)cc2)c1	-9%	3	-1%	7%	-2.5	-8%	-1.3	13%
CC1CCCCN1C(C(=O)O)c1ccccc1 (centres undefined)	3%	4	12%	12%	-1.9	0%	-1.0	5%
O=C(Nc1nc(-c2ccccn2)cs1)c1ccc2c(c1)OCCO2	-4%	0	-21%	-3%	-2.6	5%	0.9	7%
COc1cc(C2C(Oc3ccccc3C)C(=O)N2Cc2ccc(F)cc2)cc(OC)c1OC (centres undefined)	-4%	-2	-8%	-3%	-2.8	-1%	-2.0	0%
C/C(N)=C(/C#N)C(=O)CSc1n[nH]c(-c2ccccc2Br)n1	5%&6%	3&-5	2%&-11%	8%&3%	1.7&-2.8	-17%&-6%	-4.9&-1.1	-2%&-17%
Brc1ccc(N=C(c2ccccc2)c2ccncc2)cc1	6%	3	0%	3%	-2.1	-8%	0.0	1%
CC(C)(C)NC(=O)C(c1ccc(O)cc1)N(C(=O)Cn1nnc(-c2ccc(F)cc2)n1)c1ccccc1F (centres undefined)	7%	2	-6%	-25%	0.8	-5%	1.0	-4%
CCOC(=O)C1CCN(C(c2cc3ccc(C)cc3[nH]c2=O)c2nnnn2C2CCCCC2)CC1 (centres undefined)	7%	·	10%	-4%	-1.9	-8%	-3.8	-2%
O=C(NCCOc1ccccc1Cl)C(=O)NCCOc1ccccc1Cl	1%	0	-2%	9%	1.2	-1%	-0.5	4%
O=C(CSc1nc(O)c(Cc2ccccc2)c(=O)[nH]1)Nc1ccccc1	-1%	·	-2%	2%	-0.2	-5%	-1.5	-10%
O=C(CN1C(=O)NC2(CCCCCC2)C1=O)N1CCN(c2ccc(F)cc2)CC1	1%	1	5%	-17%	0.4	4%	-1.7	-14%

4 records picked at random from those above, as already listed:
SMILES	EPAC2 ag	PI5P4Ka inh	EPAC1 ag	EPAC1 antagonist	IL-2 act	PLK1 PBD inh	CCT chaperon mod	WRN inhibitor
CC(C)(C)NC(=O)C(c1ccc(O)cc1)N(C(=O)Cn1nnc(-c2ccc(F)cc2)n1)c1ccccc1F (centres undefined)	7%	2	-6%	-25%	0.8	-5%	1.0	-4%
CC1CCCCN1C(C(=O)O)c1ccccc1 (centres undefined)	3%	4	12%	12%	-1.9	0%	-1.0	5%
O=C(CSc1nc(O)c(Cc2ccccc2)c(=O)[nH]1)Nc1ccccc1	-1%	·	-2%	2%	-0.2	-5%	-1.5	-10%
O=C(CCn1cnc2ccccc2c1=O)Nc1cccc(Cl)c1	3%	0	4%	0%	-2.4	-8%	-2.1	-1%

The results go on.
SMILES	EPAC2 ag	PI5P4Ka inh	EPAC1 ag	EPAC1 antagonist	IL-2 act	PLK1 PBD inh	CCT chaperon mod	WRN inhibitor
COc1ccc2oc(-c3ccccc3)c(C(=O)O)c2c1	0%	6	5%	24%	-0.3	-11%	0.8	-6%[57.1 µM]
Cc1ccc([N+](=O)[O-])cc1NC(=S)NC(=O)CC(C)(C)C	15%	·	11%	-18%	-1.4	-17%	-0.1	-1%
CN=C1SC(CC(=O)Nc2cc(Cl)ccc2Cl)C(=O)N1C (centres undefined)	0%	·	-3%	12%	-0.8	-1%	-0.3	5%
N#CCCCSc1nnc(CSc2nc3ccccc3s2)n1-c1ccccc1	-9%	-1	4%	1%	-0.2	-5%	-0.6	-8%
C[C@@H](NC(=O)Cn1cnc2c(OCc3ccccc3)ncnc21)c1cccc2ccccc12	0%	0	-4%	-5%	-0.4	-3%	0.4	-9%
O=C(NCc1ccc(F)cc1)C1CCC(CNS(=O)(=O)c2cccs2)CC1 (centres undefined)	16%	5	7%	12%	6.7	-30%	-1.9	8%
Cc1nonc1NC(=O)CSc1ccc(-c2ccccc2)nn1	2%	·	0%	4%	-2.2	-5%	-0.5	4%
CCN1CCN(c2ccc(NC(=O)COc3ccccc3Cl)cc2)CC1	-8%	2	-10%	-16%	-2.7	-9%	-0.9	-5%
O=C(/C=C\Nc1ccc(S(=O)(=O)Nc2ncccn2)cc1)c1cccc2ccccc12	-3%	-11	-4%	-4%	-0.1	-14%	-2.6	-5%
